PAX8 reporter – inhibitors of PAX8-driven TPO luciferase reporter, primary screen, RMG-I cells, single concentration; SteadyGlo, 24 h; inhibition, % at 12.6 µM; hit rate 1.2% among 360,000;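 active = mean replicate inhibition at least 60% with every replicate also reaching 60%; inconclusive = only one of the two criteria is met; inactive = mean below 60% and not all replicates reaching 60%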;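 also: luciferase light reporting Pax8 driven TPO promoter activity; plate controls were median of neutral control wells for no effect and mitoxantrone controls for full effect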
SIRT5 inh – SIRT5 desuccinylase inhibitors, primary screen, biochemical, fluorescence imaging, single point, set 5; inhibition, % at 15 µM; Purified SirT5, succinyl-peptide AMC, trypsin-coupled fluorescence; hit rate 1.1% among 330,000; NAD-dependent protein deacylase sirtuin-5, mitochondrial (Homo sapiens), Q9NXA8; in the data active = inhibition above about 15%; inconclusive = no clear call, values can overlap the other calls
Target sequence (Q9NXA8 whole entry, looked up): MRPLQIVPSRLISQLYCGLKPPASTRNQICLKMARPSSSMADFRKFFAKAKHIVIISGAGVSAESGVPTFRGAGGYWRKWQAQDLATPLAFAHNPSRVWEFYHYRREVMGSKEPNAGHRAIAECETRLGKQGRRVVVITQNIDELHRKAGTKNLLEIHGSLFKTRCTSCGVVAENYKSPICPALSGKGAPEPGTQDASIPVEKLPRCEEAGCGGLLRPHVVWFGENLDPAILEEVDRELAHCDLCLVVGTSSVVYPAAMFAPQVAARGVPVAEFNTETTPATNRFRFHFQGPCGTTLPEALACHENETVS
DENV2 CPE rescue – inhibitors of DENV2 cytopathic effect, primary screen, cell-based, plate reader, single concentration | DENV2-infected cells, cytopathic effect rescue | CPE inhibition, % at 9.99 µM | hit rate 1.7% among 350,000 | AID 651640, 2012; in the data active = CPE inhibition above about 20%, passing the limit was not always enough; inconclusive = no clear call, values can overlap the other calls; tested in BHK-21 cells;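 also: 0% = median of neutral control wells and 100% = median of positive control wells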
EWS-Fli inh – EWS/Fli-driven NR0B1 reporter inhibitors, primary screen, A673 cells, NR0B1 luciferase, luminescence, MLPCN library | inhibition, % at 12.6 µM | hit rate 0.67% among 350,000 | viability-normalised;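 active = mean inhibition of at least 50% after viability correction, with every replicate also passing that limit; inconclusive = mean reaches 50% but only one of two replicates passes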;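 also: firefly luciferase signal divided by Alamar Blue viability fluorescence both relative to DMSO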
ARNT-TACC3 inh – disruptors of ARNT/TACC3 protein interaction, primary screen, biochemical, AlphaScreen, single concentration; AID 623870, 2012; inhibition, % at 9.99 µM; AlphaScreen His-ARNT PAS-B/GST-TACC3 binding, luminescence; TACC3 fragment carries E629A point mutation; Transforming acidic coiled-coil-containing protein 3 (Homo sapiens), Q9Y6A5; hit rate 0.66% among 390,000;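 active = mean inhibition of replicates at least 50% and at least half of replicates each reaching 50%; inconclusive = half or more replicates reach 50% but mean below 50%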;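 also: 0% = complete ARNT plus TACC3 wells and 100% = ARNT alone without TACC3; many hits fall short of the cut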
Casp6 inh – human caspase-6 inhibitors, primary screen, biochemical, VEID-R110 fluorescence, single point, set 2. P55212. purified caspase-6, Z-VEID-R110 cleavage fluorescence. inhibition, % at 12.5 µM. hit rate 0.53% among 350,000. AID 686996, 2013;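 active = mean inhibition across replicates at least about 35%, with every replicate also reaching that limit, limit read from the data; inconclusive = only one of the two criteria met; inactive = neither criterion met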;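 also: 0% = median of neutral control wells and 100% = no fluorescence left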
Target sequence (P55212 24-179 limits assumed): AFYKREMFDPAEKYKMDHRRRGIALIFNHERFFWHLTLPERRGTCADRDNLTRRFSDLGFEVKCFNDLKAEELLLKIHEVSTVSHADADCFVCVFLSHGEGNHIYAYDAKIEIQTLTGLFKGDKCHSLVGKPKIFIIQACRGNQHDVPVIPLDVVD
Target sequence (P55212 194-293 limits assumed): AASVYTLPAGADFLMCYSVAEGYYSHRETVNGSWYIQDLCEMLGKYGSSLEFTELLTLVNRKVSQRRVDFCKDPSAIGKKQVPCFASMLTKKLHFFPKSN
LGR2 inh – inhibitors of bursicon-induced LGR2 CRE-luciferase signal, primary screen, cell-based, HEK293, CRE-luciferase reporter, bursicon stimulation; bursicon-stimulated, 4 h; inhibition, % at 9.99 µM; hit rate 0.35% among 380,000; AID 720647, 2013;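 active = drop in luminescence signal, shown as inhibition above about 50% in the replicate tests, limit read from the data, passing the limit was not always enough; inconclusive = probably only some replicates passing the limit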;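 also: agonist challenge used bursicon conditioned medium at about half maximal strength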
* marks the source's active call; other numbers are inactive results; ? = inconclusive; / = not tested or not shown; & = joins results of further samples. Not a hit list; any-hit rate near 4.9%.

Every second line gives: EWS-Fli inh	Casp6 inh	DENV2 CPE rescue	LGR2 inh	PAX8 reporter	SIRT5 inh	ARNT-TACC3 inh
> COc1ccc(S(=O)(=O)Nc2ccc3c(c2)CC(=O)N([C@@H](C)CO)C[C@@H](C)[C@H](CN(C)S(=O)(=O)c2c(C)noc2C)O3)cc1
    -1	-1	-1	-25	/	0	-6
> COc1ccc(CC(=O)N(C)CC(=O)Nc2c(C)cccc2C)cc1S(=O)(=O)N1CCOCC1
    5	-105	-5	0	0	-2	-3
> CCOC(=O)C1CCCN(C(=O)c2cccc3ccccc23)C1 (configuration not stated)
    2	6	-1	-24	-1	-3	6
> COc1ccc([N+](=O)[O-])cc1NC(=O)C(C)OC(=O)c1ccccc1C(=O)c1ccc(Cl)cc1 (configuration not stated)
    -2	-2	-4	20	24	1	-6
> CCN1C(=O)[C@@H]2C(C(=O)c3cnccn3)=NN[C@@H]2C1=O
    5	1	7	-6	11	1	-2
> CNC[C@@H]1Oc2ccc(NS(=O)(=O)c3ccc(C)cc3)cc2C(=O)N([C@@H](C)CO)C[C@H]1C
    1	0	2	-2	-9	-3	-10
> C[C@@H]1CN([C@@H](C)CO)C(=O)Cc2cc(NC(=O)Nc3ccc(F)cc3)ccc2O[C@H]1CN(C)Cc1ccc(Oc2ccccc2)cc1
    27	5	-21	-6	?	2	-11
> C[C@@H](NC(=O)[C@@H]1[C@@H](CO)[C@@H]2Cn3c(ccc(-c4ccccc4)c3=O)[C@H]1N2C)c1ccccc1
    -7	-2	-1	1	/	-7	-11
> CCOCCCNC(=O)C(NC(=O)Cc1cccs1)c1ccccc1 (configuration not stated)
    7	3	10	-1	-6	-3	-6
> Cc1noc(C)c1NC(=O)Nc1ccc2c(c1)C(=O)N([C@H](C)CO)C[C@@H](C)[C@H](CN(C)Cc1ccc3c(c1)OCO3)OCCCC[C@H](C)O2
    -1	/	3	14	-12	/	-11
> COc1cccc(C(=O)N2CCC(C(=O)NCc3ccco3)CC2)c1
    -4	-1	-5	15	-9	-3	0
> CCOCCCn1c(SCC(=O)Nc2cccc(S(=O)(=O)NC3=NCCCCC3)c2)nc2ccccc2c1=O
    11	8	-2	-18	16	/	-6
> CC1(c2ccccc2)NC(=O)N(CC(=O)Nc2ccc(Cl)c(S(=O)(=O)N3CCCCC3)c2)C1=O (configuration not stated)
    9	2	-5	4	3	2	2
> CC(=O)c1cccc(NC(=O)c2ccc(N(C)S(=O)(=O)c3ccc(C)cc3)cc2)c1
    1	0	-8	8	-5	2	/
> COc1cccc(CN(C)C(=O)CCN(c2ccccc2)S(=O)(=O)c2ccc(C)cc2)c1OC
    2	-112	2	2	11	2	3
> CC(=O)Nc1ccc(N(C(=O)CNC(=O)c2cccs2)C(C(=O)NCC2CCCO2)c2ccccc2)cc1 (configuration not stated)
    2	2	16	13	-12	/	-5
> CCOC(=O)C1=NN(c2ccc(C)cc2)CC1C(=O)OC (configuration not stated)
    14	-2	-8	-7	42	-2	-14
> CC(=O)Oc1ccccc1C(=O)Oc1ccccc1C(=O)O
    21	8	-4	/	-7	0	-22
> N#C[C@H]1[C@@H](c2ccccc2C2=CCCCC2)[C@@H](CO)N1C(=O)NC1CCCC1
    8	0	22*	1	-17	1	/
> CCOC(=O)Cc1nc2ccccc2n(CC#N)c1=O
    -4	-3	/	16	-9	-1	-6
> Cc1ccc(S(=O)(=O)NCc2cccc([N+](=O)[O-])c2)cc1
    -12	-1	16	9	4	1	/
> CCCNC(=O)c1onc(CSc2nc3ccccc3[nH]2)c1C(=O)NCCC
    8	-2	14	4	3	/	-2
> O=S1(=O)CCOCCCN1Cc1ccccc1F
    -10	5	/	9	15	-1	/
> COc1ccc(NC(=O)Nc2ccc3c(c2)CC(=O)N([C@H](C)CO)C[C@H](C)[C@@H](CN(C)S(=O)(=O)c2cccs2)O3)cc1
    -4	2	12	-16	-4	1	/
> O=C(NC1CCCC1)c1cc(S(=O)(=O)N2CCCC2)ccc1Cl
    /	0	-4	-5	9	4	-8
> CNC(=O)CCc1ccc(OC)cc1
    -1	-1	-2	16	-3	-1	-1
> CCN1CCN(c2cc(=O)n(Cc3ccc(F)cc3)c(=O)[nH]2)CC1
    -13	1	0	-14	-7	-1	-38
> Cc1csc(=O)n1CCC(=O)OCc1nnc(-c2ccccc2)o1
    -19	-1	-4	1	-37	5	-5
> O=C(O)c1ccccc1C(=O)Nc1ccc(Br)c2cccnc12
    -7	1	/	23	22	-4	6
> Cc1cc(C(c2ccc(O)cc2)c2cc(C)c(O)cc2C)c(C)cc1O
    18	-4	6	8	18	0	-2
> COc1ccc(CN(C)C[C@@H]2OCCCC[C@H](C)Oc3ccc(NC(=O)c4ccncc4)cc3C(=O)N([C@@H](C)CO)C[C@H]2C)cc1
    -2	0	-7	-12	-18	-2	/
> Cc1ccc(C)c(C(O)c2ncc(-c3ccccc3Cl)[nH]2)c1 (configuration not stated)
    -5	2	17	-2	4	-5	/
> C1CCN2C[C@@H]3C[C@@H](CN4CCCC[C@@H]34)[C@H]2C1
    -9	-29	-5	-1	1	-3	-2
> Cc1onc(-c2ccccc2)c1C(=O)NCc1ccc(Cl)cc1
    -8	-6	5	-5	-1	-3	-9
> Cc1cc(C)nc(SCC(=O)Nc2nonc2N)n1
    -12	4	4	-7	0	1	2
> O=C(NC1CCCCC1)N[C@@H]1CC[C@H](CCNS(=O)(=O)c2ccc(F)cc2)O[C@H]1CO
    -1	-2	0	29	-6	0	-7
> O=C(C1CCC(=O)N1Cc1cccnc1)N1CCN(c2ccc(F)cc2)CC1 (configuration not stated)
    -2	-1	0	14	-11	-1	-2
> COC(=O)Nc1ccc(S(=O)(=O)N2CCC(C(=O)N(C)C3CCCCC3)CC2)cc1
    5	1	-1	6	1	7	-3
> COc1ccc(-c2coc3c(CN4CCOCC4)c(O)ccc3c2=O)cc1
    -23	-1	-4	18	-11	-2	-4
> CC1CCN(C(=O)CSc2nnc(Cc3cccn3C)n2-c2ccc(F)cc2)CC1
    16	3	1	13	6	/	0
> COc1cccc(CN2CCC2(C)C(=O)Nc2cccc(Oc3ccccc3)c2)c1F (configuration not stated)
    46	-3	7	28	51	-3	/
> CCC(C)NCCOc1ccc(C)cc1[N+](=O)[O-] (configuration not stated)
    -7	-2	11	-8	-3	-3	-6
> CNC(=O)C[C@H]1CC[C@H]2[C@@H](COC[C@@H](O)CN2C(=O)Nc2ccc(Cl)c(Cl)c2)O1
    -18	-2	0	-13	-4	1	7
> O=S1(=O)C[C@H](N2CCOCC2)[C@@H](COCc2ccccc2)N1
    -10	0	0	-5	-17	-2	/
> C[C@H]1CN([C@@H](C)CO)C(=O)c2cc(NC(=O)c3ccncc3)ccc2O[C@@H]1CN(C)CC1CCCCC1
    4	/	7	21	19	-1	-8
> O=C(N[C@H]1C[C@@H]2O[C@@H](CO)CC[C@@H]2O[C@@H]1CCc1ccc(C#CC2CC2)cc1)c1cccc(F)c1
    -2	2	7	/	22	2	/
> CN1C(=O)c2cc(NC(=O)c3cccc(F)c3)ccc2OC[C@H]2O[C@H](CC(=O)NCC3CCCCC3)CC[C@H]21
    10&3	3&4	-24&4	4&-18	-6&6	1&11	-4&-3
> COC(=O)[C@]12CCCCC=C1N(Cc1cccc3ccccc13)C(=O)[C@H](CC(=O)NCc1cccc(C(F)(F)F)c1)C2
    9	0	?	20	10	3	/
> COc1ccc(NC(=O)N(C)C[C@H]2Oc3c(NC(=O)c4cc(C)nn4C)cccc3C(=O)N([C@@H](C)CO)C[C@@H]2C)cc1
    /	1	-2	2	-1	-2	12
> Cc1ccc(S(=O)(=O)N(C)C[C@H]2Oc3ccc(NC(=O)Nc4ccc(F)cc4)cc3C(=O)N([C@H](C)CO)C[C@@H]2C)cc1
    13	-1	10	-2	9	1	-8
> COc1ccccc1Cn1c(=S)[nH]c2cc(C(=O)N3CCCC(C)C3)ccc2c1=O (configuration not stated)
    7	3	1	9	-6	/	/
> COC(=O)CCCn1c(C)cc(C(=O)CCl)c1C
    4	11	-3	-10	11	-6	-2
> Cc1ccc(CNC(=O)c2cc3c(s2)CN(Cc2ccccc2)C3)cc1
    1	-1	6	-32	18	-4	-2
> C[C@@H]1CN([C@H](C)CO)C(=O)c2cccc(NS(=O)(=O)c3ccc(F)cc3)c2O[C@H]1CN(C)S(=O)(=O)c1ccccc1
    -4	/	3	5	-8	1	0
> COCC(=O)Nc1ccc2c(c1)OC[C@H](C)N(C(=O)c1cnccn1)C[C@@H](C)[C@@H](OC)CN(C)C2=O
    2	0	0	11	-2	11	-9
> Cn1nc(C(=O)NCC2COc3ccccc3O2)c2ccccc2c1=O (configuration not stated)
    1	0	-8	/	12	-1	-1
> COc1ccc(-c2ccc3c(c2)[C@H]2[C@H](CCN2Cc2ccncc2)[C@@H](CO)N3)cc1
    /	-2	-3	5	/	1	/
> C[C@H]1CN([C@@H](C)CO)C(=O)Cc2cc(NC(=O)Nc3cccc4ccccc34)ccc2O[C@@H]1CN(C)S(=O)(=O)c1ccccc1
    11	/	-3	2	8	2	/
> C[C@H](CO)N1C[C@H](C)[C@H](CN(C)C(=O)c2ccc(F)cc2)Oc2cc(C3=CCCC3)ccc2S1(=O)=O
    0	/	/	-2	8	/	/
> C[C@@H]1CN([C@H](C)CO)S(=O)(=O)c2ccc(C#Cc3ccccc3F)cc2O[C@@H]1CN(C)C(=O)Cc1cccnc1
    14	0	10	25	/	11	-3

The listing continues.
Every second line gives: EWS-Fli inh	Casp6 inh	DENV2 CPE rescue	LGR2 inh	PAX8 reporter	SIRT5 inh	ARNT-TACC3 inh
> CC(=O)c1ccc(-n2nnnc2SCC(=O)NNC(=O)c2ccco2)cc1
    5	6	/	-9	/	-1	12
> COc1ccccc1N=Cc1c(C)c(C#N)c2[nH]c3ccccc3n2c1=O
    15	0	/	-9	11	-1	1
> C=CCNC(=O)c1cnn(-c2ccccc2)c1-c1ccccc1
    -5	-7	0	6	-3	-2	10
> CCc1ccccc1NC(=O)CSc1nc2[nH]c(=O)cc(O)c2s1
    -4	/	?	-13	4	7	25
> COCC(=O)Nc1ccc2c(c1)[C@H]1C[C@H](CC(=O)NCc3ccncc3)O[C@H](CO)[C@H]1O2
    -3	-3	-6	7	/	0	-1
> O=C(OCN1C(=O)c2ccccc2C1=O)c1cc(S(=O)(=O)N2CCOCC2)ccc1F
    -3	5	-3	-8	-6	-3	2
> COc1ccc(NC(=O)CSc2nc3c([nH]c4ccccc43)c(=O)n2C)c(OC)c1
    36	-3	5	-16	10	-2	-9
> COCCCn1c(SCC(=O)N2CCCC(C)C2)nnc1-c1ccco1 (configuration not stated)
    4	2	7	/	/	1	-15
> CO[C@@H]1CN(C)C(=O)c2cc(NC(=O)C3CCOCC3)ccc2OC[C@H](C)N(C)C[C@@H]1C
    -1	2	-3	-6	3	-3	-10
> CCN(CC)c1ccc(/C=C/C(=O)c2ccc(Br)cc2)cc1
    /	/	/	-31	-3	/	-22
> Cc1ccc(C(=O)OCC(=O)NC(=O)c2ccc(C(C)(C)C)cc2)c(O)c1
    -5	-2	15	6	1	0	3
> CC(C)CC#Cc1ccc2c(c1)O[C@H](CN(C)C(=O)C1CCOCC1)[C@@H](C)CN([C@@H](C)CO)S2(=O)=O
    4	1	-8	9	3	3	-2
> CCOC(=O)C1(Cc2ccccc2)CCN(Cc2ccc3c(c2)OCCO3)CC1
    6	-4	-7	12	-47	3	5

Some values from the results shown:
Value for COCC(=O)Nc1ccc2c(c1)[C@H]1C[C@H](CC(=O)NCc3ccncc3)O[C@H](CO)[C@H]1O2 in Casp6 inh: -3
Value for C=CCNC(=O)c1cnn(-c2ccccc2)c1-c1ccccc1 in LGR2 inh: 6

Screens from PubChem BioAssay.
